Source: PubChem BioAssay (The Scripps Research Institute Molecular Screening Center)
PREPL inh = inhibits the human prolyl oligopeptidase-like enzyme. inhibition, % at 5.96 µM. recombinant PREPL, fluorescence polarization activity-based probe. 0.68% of 320,000 active. Q4J6C6. AID 2751; in the data active = inhibition above about 43%;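 also: 0% = enzyme with DMSO and 100% = wells lacking enzyme; many of its hits are not listed in these tables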
PAD4 inh = blocks human protein arginine deiminase 4. AID 485272. recombinant PAD4, RCA probe fluorescence polarization. Q9UM07. inhibition, % at 6.36 µM. 0.41% of 330,000 active;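 active = percent inhibition above a cutoff equal to the mean of all tested compounds plus 3 SD, cut at about 15% in these data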;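 also: 0% = PAD4 with RCA probe and DMSO and 100% = probe without PAD4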
Target sequence (Q9UM07 whole entry, looked up): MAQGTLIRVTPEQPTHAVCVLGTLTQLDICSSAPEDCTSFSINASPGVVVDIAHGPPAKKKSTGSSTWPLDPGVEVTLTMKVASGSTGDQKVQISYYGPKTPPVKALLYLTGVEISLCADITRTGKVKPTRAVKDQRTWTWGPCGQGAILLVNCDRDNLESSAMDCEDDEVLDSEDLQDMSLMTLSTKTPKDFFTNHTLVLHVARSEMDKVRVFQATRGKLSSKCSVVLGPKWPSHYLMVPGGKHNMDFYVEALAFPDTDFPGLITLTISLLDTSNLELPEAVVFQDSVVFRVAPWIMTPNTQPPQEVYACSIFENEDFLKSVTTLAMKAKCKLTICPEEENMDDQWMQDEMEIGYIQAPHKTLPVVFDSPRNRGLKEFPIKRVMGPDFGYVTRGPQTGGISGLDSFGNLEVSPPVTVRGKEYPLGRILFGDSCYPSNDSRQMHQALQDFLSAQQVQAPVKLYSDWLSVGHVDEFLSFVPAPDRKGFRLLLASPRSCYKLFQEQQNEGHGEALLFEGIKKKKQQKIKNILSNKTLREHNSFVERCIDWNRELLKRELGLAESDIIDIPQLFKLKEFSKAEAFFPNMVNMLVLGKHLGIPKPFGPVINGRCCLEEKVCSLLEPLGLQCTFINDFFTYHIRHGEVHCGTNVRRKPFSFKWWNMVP
GSTO1 counter = blocks human GSTO1 in RBBP9 counter-screen. recombinant GSTO1, activity-based probe fluorescence polarization. inhibition, % at 5.96 µM. 1.1% of 300,000 active. AID 1974;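 active = inhibition above the campaign mean inhibition plus 3 SD, cut at about 35% in these data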;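 also: 0% = GSTO1-1 with DMSO and 100% = wells lacking GSTO1-1 enzyme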
PAFAH1B3 inh = PAFAH1B3 (human) inhibition; inhibition, % at 3.39 µM; recombinant PAFAH1B3, FP-rhodamine probe, fluorescence polarization; 0.28% of 340,000 active; Q15102;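 active = inhibition above the screen-wide average of all tested compounds plus 3 SD, cut at about 25% in these data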;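 also: 0% = enzyme with DMSO only and 100% = wells lacking PAFAH1B3 protein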
PME-1 primary = PME-1 (human) inhibition. inhibition, % at 5.9 µM. recombinant PME-1, FP-Rh probe fluorescence polarization. Q9Y570. 0.53% of 320,000 active;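 active = inhibition above the campaign mean of all compounds plus 3 SD, cut at about 26% in these data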;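 also: competitive labeling of PME-1 active site by serine hydrolase directed probe; 0% = PME-1 with DMSO and 100% = wells lacking PME-1 enzyme; inhibitors block probe labeling so polarization falls and inhibition rises; many of its hits are not listed in these tables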
PAFAH1B2 inh = PAFAH1B2 (human) inhibition; AID 492953; P68402; recombinant PAFAH1B2, FP-rhodamine activity probe, fluorescence polarization; 1.2% of 340,000 active; inhibition, % at 3.39 µM;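 active = inhibition above the mean of all tested compounds plus 3 SD, cut at about 24% in these data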;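 also: 0% = enzyme with DMSO and 100% = wells lacking PAFAH1B2; many of its hits are not listed in these tables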
LYPLA2 counter = LYPLA2 (human) inhibition in PME1 counter-screen; recombinant LYPLA2, FP-Rh probe fluorescence polarization; inhibition, % at 5.9 µM; O95372; 0.38% of 320,000 active;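 active = inhibition above the screen-wide mean plus 3 SD, limit set per campaign, cut at about 26% in these data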;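 also: 0% = LYPLA2 with DMSO and 100% = wells lacking LYPLA2 enzyme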
LYPLA1 counter = counter-screen for PME1 inhibitors: inhibitors of human LYPLA1. inhibition, % at 5.9 µM. O75608. 0.16% of 320,000 active. recombinant LYPLA1, FP-Rh probe fluorescence polarization;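 active = inhibition above the mean of all tested compounds plus 3 SD, set per campaign, cut at about 14% in these data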;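 also: inhibitors block serine hydrolase probe labeling of LYPLA1 so polarization falls; 0% = enzyme with DMSO and 100% = wells lacking LYPLA1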
pPAFAH inh = inhibitors of human plasma PAF acetylhydrolase (pPAFAH); Q13093; recombinant pPAFAH, FP-rhodamine probe fluorescence polarization; inhibition, % at 3.39 µM; 1.5% of 330,000 active; AID 463082;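 active = inhibition above the mean inhibition across the screen plus 3 SD, cut at about 25% in these data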;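 also: inhibitors block binding of the rhodamine activity-based probe so polarization drops; 0% = enzyme with DMSO and 100% = wells lacking pPAFAH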
Target sequence (Q13093 whole entry, looked up): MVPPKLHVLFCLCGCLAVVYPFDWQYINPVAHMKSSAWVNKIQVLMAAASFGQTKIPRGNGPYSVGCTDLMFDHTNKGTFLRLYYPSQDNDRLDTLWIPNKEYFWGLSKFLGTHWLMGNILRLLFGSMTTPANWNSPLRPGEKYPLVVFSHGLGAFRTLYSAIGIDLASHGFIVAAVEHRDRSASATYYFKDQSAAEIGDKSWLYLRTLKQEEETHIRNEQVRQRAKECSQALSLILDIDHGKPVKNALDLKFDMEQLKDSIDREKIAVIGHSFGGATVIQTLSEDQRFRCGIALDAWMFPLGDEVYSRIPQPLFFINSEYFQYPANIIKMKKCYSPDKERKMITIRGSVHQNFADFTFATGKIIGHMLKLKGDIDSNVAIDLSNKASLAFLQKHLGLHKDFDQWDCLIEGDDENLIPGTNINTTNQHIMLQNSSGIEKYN
* = called active by the depositor; nt = no result given.

SMILES	PREPL inh	PAD4 inh	GSTO1 counter	PAFAH1B3 inh	PME-1 primary	PAFAH1B2 inh	LYPLA2 counter	LYPLA1 counter	pPAFAH inh
Cc1ccc(Cl)cc1NC(=O)COC(=O)Cn1cnc2c1c(=O)n(C)c(=O)n2C	2	2	5	5	-3	1	-1	-1	-4
CCN(CC)c1ccc(C(=O)NN)cc1	12	-1	2	4	0	-2	-1	-2	6
O=C(CN1CSCC1=O)N1CCN(S(=O)(=O)c2ccc(Cl)cc2)CC1	-2	-5	nt	12	-3	29*	1	-5	2
COc1ccc2nc(NC(=O)C3CCCN(S(=O)(=O)c4cccc5nsnc45)C3)sc2c1 (configuration not stated)	3	0	-2	-2	-4	-1	-18	-9	2
N#CC1=C(N)Oc2cc(N)ccc2C1c1cccc(F)c1 (configuration not stated)	4	1	2	14	3	4	3	1	11
Cc1cc(C)nc(NS(=O)(=O)c2ccc(NC(=O)c3cccc(N4C(=O)CCC4=O)c3)cc2)n1	7	-1	-3	6	1	5	-3	-2	-4
Cc1cccc(C(=O)NNC(=O)c2c(-c3ccccc3Cl)noc2C)c1O	-2	2	7	13	-6	5	-2	0	6
COc1cccc(/C=N/n2c(C)nc3ccccc3c2=O)c1O	5	0	3	8	-83	3	0	-3	2
Cc1ccc(C(=O)C2=C(O)C(=O)N(c3ncccn3)C2c2ccc(Br)cc2)o1 (configuration not stated)	1	1	-8	nt	0	nt	10	4	9
O=C(NCCC1=CCCCC1)NC12CC3CC(CC(C3)C1)C2	-4	-6	-3	-8	4	17	-3	3	3
CC1CCCCN1CCCNc1ccc(C(CC(N)=O)NC(=O)c2ccccc2)cc1[N+](=O)[O-] (configuration not stated)	12	-2	14	6	0	7	7	4	7
Cc1sc2nc(SCC(=O)N3CCN(CCO)CC3)n(-c3ccccc3)c(=O)c2c1C	18	-2	2	1	4	5	3	3	5
CC(NC(=O)C(Cc1ccccc1)N1C(=O)C2C3CCC(C3)C2C1=O)c1ccccc1 (configuration not stated)	5	-1	0	5	4	5	5	-3	4
C[C@@H]1CN([C@@H](C)CO)C(=O)c2cc(NC(=O)Nc3ccc4c(c3)OCO4)ccc2O[C@H]1CN(C)S(=O)(=O)c1cn(C)cn1	12	-3	nt	-7	nt	7	nt	nt	5
Nc1nc2nn(-c3ccccc3)nc2c(=O)[nH]1	5	-3	-7	0	-6	4	-1	-1	4
CCOC(=O)C1CCCCN1Cc1ccccc1C(F)(F)F (configuration not stated)	-1	-1	-3	-9	-1	-3	-5	-2	1
COc1ccc(Br)cc1C(=O)Nc1cccc(C)c1C	-4	-1	1	-8	8	-2	6	2	-1
COCCCN(C(=O)c1cccnc1SC)c1c(N)n(Cc2ccccc2)c(=O)[nH]c1=O	7	1	-2	10	0	2	-1	-3	2
O=C(CN(c1ccc(F)cc1)S(=O)(=O)c1ccc2c(c1)OCCO2)Nc1cccnc1	-7	0	6	10	1	4	-5	-4	-1
CCN(C[C@H]1N[C@@](CC)(C(=O)OC)[C@H]2C(=O)N(C)C(=O)[C@@H]12)S(=O)(=O)c1ccc(OC)cc1	11	-2	nt	1	nt	4	nt	nt	0

Another view of part of the listing above:
| compound | PREPL inh | PAD4 inh | GSTO1 counter | PAFAH1B3 inh | PME-1 primary | PAFAH1B2 inh | LYPLA2 counter | LYPLA1 counter | pPAFAH inh |
| --- | --- | --- | --- | --- | --- | --- | --- | --- | --- |
| COc1ccc(Br)cc1C(=O)Nc1cccc(C)c1C | -4 | -1 | 1 | -8 | 8 | -2 | 6 | 2 | -1 |
| COCCCN(C(=O)c1cccnc1SC)c1c(N)n(Cc2ccccc2)c(=O)[nH]c1=O | 7 | 1 | -2 | 10 | 0 | 2 | -1 | -3 | 2 |

(listing goes on)
SMILES	PREPL inh	PAD4 inh	GSTO1 counter	PAFAH1B3 inh	PME-1 primary	PAFAH1B2 inh	LYPLA2 counter	LYPLA1 counter	pPAFAH inh
CN(C)C=NC(=O)c1cc(C(=O)c2ccccc2Cl)c[nH]1	-4	-2	-5	13	-1	0	0	1	7
S=c1[nH]nc(-c2ccncc2)n1/N=C/c1cn(-c2ccccc2)nc1-c1ccc(Cl)cc1	10	2	-3	nt	12	nt	7	2	5
C=CCn1c(SCC(=O)NCC2CCCO2)nnc1-c1ccncc1 (configuration not stated)	6	5	nt	7	-1	5	9	3	-1
C=CCOc1cccc(C2/C(=C(/O)c3ccc4c(c3)CC(C)O4)C(=O)C(=O)N2CCN2CCOCC2)c1 (configuration not stated)	13	1	4	14	3	2	9	0	-2
COc1ccc(CCn2c(C(C)C)nc3c(c(=O)c4ccccc4n3C)c2=O)cc1	-5	-9	-6	6	2	-6	-1	2	4
O=C(CC1C(=O)NCCN1Cc1cccc(Oc2ccccc2)c1)NCCc1ccncc1 (configuration not stated)	3	-2	-5	4	2	10	-5	1	-2
O=C1[C@H]2[C@@H](C(=O)N1c1cc(Cl)cc(Cl)c1)[C@]1(C(=O)Nc3ccccc31)N1CCC[C@@H]21	7	-29	-7	1	5	-1	-1	-4	13
C/C(Cl)=C/CSc1nnc2n(N)c(=O)c3ccccc3n12	1	-5	0	14	8	-2	9	1	3
CC(C)CNS(=O)(=O)c1ccc(NC(=O)Cn2nc(-c3ccc(F)cc3)ccc2=O)cc1	-8	-2	0	-2	-7	-4	-13	-6	2
CCOc1ccccc1N1CCN(C(=O)c2cccs2)CC1	9	3	10	7	3	2	3	0	-1

For convenience, some entries already given.
SMILES	PREPL inh	PAD4 inh	GSTO1 counter	PAFAH1B3 inh	PME-1 primary	PAFAH1B2 inh	LYPLA2 counter	LYPLA1 counter	pPAFAH inh
C=CCn1c(SCC(=O)NCC2CCCO2)nnc1-c1ccncc1 (configuration not stated)	6	5	nt	7	-1	5	9	3	-1
C=CCOc1cccc(C2/C(=C(/O)c3ccc4c(c3)CC(C)O4)C(=O)C(=O)N2CCN2CCOCC2)c1 (configuration not stated)	13	1	4	14	3	2	9	0	-2
COc1ccc(CCn2c(C(C)C)nc3c(c(=O)c4ccccc4n3C)c2=O)cc1	-5	-9	-6	6	2	-6	-1	2	4
O=C(CC1C(=O)NCCN1Cc1cccc(Oc2ccccc2)c1)NCCc1ccncc1 (configuration not stated)	3	-2	-5	4	2	10	-5	1	-2

4 structures out of the list, arranged by heavy-atom count, descending.
SMILES	PREPL inh	PAD4 inh	GSTO1 counter	PAFAH1B3 inh	PME-1 primary	PAFAH1B2 inh	LYPLA2 counter	LYPLA1 counter	pPAFAH inh
O=C(CC1C(=O)NCCN1Cc1cccc(Oc2ccccc2)c1)NCCc1ccncc1 (configuration not stated)	3	-2	-5	4	2	10	-5	1	-2
CC(C)CNS(=O)(=O)c1ccc(NC(=O)Cn2nc(-c3ccc(F)cc3)ccc2=O)cc1	-8	-2	0	-2	-7	-4	-13	-6	2
COc1ccc(CCn2c(C(C)C)nc3c(c(=O)c4ccccc4n3C)c2=O)cc1	-5	-9	-6	6	2	-6	-1	2	4
C/C(Cl)=C/CSc1nnc2n(N)c(=O)c3ccccc3n12	1	-5	0	14	8	-2	9	1	3

More entries:
SMILES	PREPL inh	PAD4 inh	GSTO1 counter	PAFAH1B3 inh	PME-1 primary	PAFAH1B2 inh	LYPLA2 counter	LYPLA1 counter	pPAFAH inh
CCCCOc1ccc(CSc2nncn2N)cc1	3	-1	-1	4	4	1	1	-2	-1
CCN(CC)C(=O)Cn1cc(S(=O)(=O)CC(=O)NCc2ccc3c(c2)OCO3)c2ccccc21	4	-1	-5	5	2	8	-4	0	3
CCOC(=O)N1CCC(NC(=O)C(NS(=O)(=O)c2ccc3c(c2)CCN3C(=O)CC)C(C)C)CC1 (configuration not stated)	-2	-4	2	3	-3	2	1	-2	4
Cc1ccc(C(=O)N/N=C/C2=Cc3ccccc3OC2C)cc1 (configuration not stated)	11	-6	-7	6	-6	5	1	-7	4
CCNc1c(NC(C)=O)c(=O)oc2ccccc12	1	0	0	-3	-1	0	0	-1	0
CC1(NC(=O)N2CCOCC2)CCS(=O)(=O)C1 (configuration not stated)	18	0	-2	9	-1	-1	1	-3	-3
CC(C)(C)CN1CCN(CC#Cc2ccccc2)CC1CCO (configuration not stated)	18	-9	4	6	1	5	-2	0	-2
O=C(CN1CCCc2ccccc21)Nc1ccccc1[N+](=O)[O-]	13	-5	-1	9	1	5	-6	1	-1
CCOC(=O)C(NCCOC)(NC(C)=O)C(F)(F)F (configuration not stated)	-6	2	4	7	-4	3	2	1	9
NC(=O)c1ccc(C(=O)c2ccc([N+](=O)[O-])cc2)cc1	-7	0	4	8	-3	0	3	-2	2
Cc1nnc(NC(=O)CSc2nnc(Cc3ccccc3)n2-c2ccccc2)s1	1	-2	2	1	1	5	6	-2	2
CCN(CC)S(=O)(=O)c1ccc(-c2ccc(S(=O)(=O)N(CC)CC)cc2)cc1	1	-1	-11	-1	6	-3	2	0	6
Cc1cccc(C(=O)NNC(=O)c2ccc(F)cc2)c1	12	3	-2	0	-9	0	8	5	4
COCC(=O)N(c1ccc(C(C)C)cc1)C1C=CS(=O)(=O)C1 (configuration not stated)	17	0	-3	2	2	3	-3	-5	-1
CNC(=O)c1ccccc1Sc1ccccc1CO	-2	-3	2	-2	5	-3	4	3	5
Cc1ccc(C(=O)N/C(=C\c2ccc(F)cc2)C(=O)NCCCn2ccnc2)cc1	0	-4	4	12	-2	9	0	-1	7
CC(C)(C)Nc1nc(NCc2cccnc2)nc(N2CCOCC2)n1	2	0	6	-1	-8	4	5	0	2
CCC1CCc2c(n(C)c3ccccc3c2=O)O1 (configuration not stated)	-6	-1	6	12	-1	3	-2	0	1
Cc1ccc(C(=O)NCCCN2CCOCC2)cc1N1CCCC1=O	12	1	4	0	4	0	2	1	-1
CC(C)CNS(=O)(=O)c1ccc(CCC(=O)N2CCOCC2)cc1	-3	-1	-2	6	-3	-4	3	5	3
COc1ccc(CCNC(=O)NC23CC4CC(CC(C4)C2)C3)cc1	1	0	7	7	-2	10	4	2	1
COc1cccc(Oc2cc(NN3CCCCC3)c([N+](=O)[O-])cc2[N+](=O)[O-])c1OC	17	0	18	0	0	5	1	2	21
CCC(=O)c1ccc(OCC(O)CN2CCOCC2)cc1 (configuration not stated)	-2	1	-2	6	-2	0	-4	1	1
O=C(CC1CC2CCC1C2)N1CCN(S(=O)(=O)c2ccccc2F)CC1 (configuration not stated)	12	-2	nt	5	3	4	4	-2	2
CCOCCCNC(=O)c1cn(CC)c2ccc(S(=O)(=O)N3CCOCC3)cc2c1=O	5	-4	-4	2	3	-3	3	-5	0
CCCOC(=O)Nc1sc2c(c1C(=O)OCC)CCC2	5	2	7	-6	3	1	2	0	6
Cc1ccc2nc(NC(=O)c3ccc(Br)o3)sc2c1	7	0	-1	3	-6	-2	-1	-5	0
Cc1cn(-c2ccccc2)c(C)c1/C=N\Nc1nc(N2CCOCC2)nc(N2CCOCC2)n1	1	0	-1	-8	-1	0	9	4	4
CC(=O)Nc1ccc(NC(=O)COC(=O)c2ccccn2)cc1	-7	5	20	2	-5	5	3	0	-6
CCCC(=O)NNC(=O)CCC(=O)Nc1ccccc1Cl	4	1	1	2	2	-4	2	-2	6
COc1ccc(C(=O)N(C)Cc2ccc(C)o2)cc1OC1CCN(C(C)C)CC1	9	-2	4	-2	-6	3	0	0	0
Cc1nc2ccccc2c(=O)n1NC(=O)c1cccc(Cl)c1	0	2	-2	0	2	1	-2	0	4

This is a subset; the hit share may differ from the screen's.
